UBC13 inh – blocks human UBC13 polyubiquitin chain formation; P61088; TR-FRET; inhibition, % at 20 µM; 330,000 tested, 0.47% active; AID 485273; in the data active = inhibition above about 45%, passing the limit was not always enough
Target sequence (P61088 whole entry, looked up): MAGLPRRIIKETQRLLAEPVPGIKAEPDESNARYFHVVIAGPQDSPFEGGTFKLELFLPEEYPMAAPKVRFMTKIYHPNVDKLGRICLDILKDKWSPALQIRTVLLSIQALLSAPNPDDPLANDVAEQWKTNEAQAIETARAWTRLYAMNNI
APJ antagonist – blocks the human apelin receptor APJ | P35414 | CHO-K1 APJ beta-arrestin complementation, luminescence | inhibition, % at 20 µM | 330,000 tested, 0.32% active | AID 2521;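 active = inhibition above about 40% at 20 µM, limit read from the data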;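 note: cells challenged with 10 nM apelin-13 agonist together with compound; plate controls were apelin-13 plus DMSO wells for no effect and DMSO wells lacking apelin-13 for full effect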
Target sequence (P35414 whole entry, looked up): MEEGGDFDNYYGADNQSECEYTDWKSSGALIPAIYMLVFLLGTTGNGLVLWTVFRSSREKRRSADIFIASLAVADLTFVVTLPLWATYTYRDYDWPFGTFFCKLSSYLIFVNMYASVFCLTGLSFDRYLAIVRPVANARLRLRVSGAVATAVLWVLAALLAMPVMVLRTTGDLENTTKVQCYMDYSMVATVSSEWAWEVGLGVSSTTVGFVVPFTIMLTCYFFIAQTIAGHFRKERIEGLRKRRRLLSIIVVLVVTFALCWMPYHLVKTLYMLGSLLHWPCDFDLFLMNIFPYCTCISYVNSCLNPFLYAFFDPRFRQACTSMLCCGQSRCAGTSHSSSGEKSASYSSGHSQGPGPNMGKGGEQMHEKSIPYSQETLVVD
APJ ag – activates the human apelin receptor APJ. P35414. CHO-K1 APJ PathHunter beta-arrestin, luminescence; 0% DMSO wells, 100% apelin. activation, % at 20 µM. 330,000 tested, 0.11% active. AID 2520;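 active = activation more than six SD over the plate average, tested at 20 µM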;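 note: 0% = DMSO alone and 100% = apelin-13 at 10 nM; some results filed as inactive read as strong as hits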
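Test system: CHO-K1 APJ beta-arrestin complementation cell line. Amount: cell density 1000 per well. Controls: DMSO negative, 10 nM Apelin-13 positive. Signal: luminescent beta-gal fragment complementation, chemiluminescent substrate. Read-out basis: agonist-driven arrestin binding to APJ. Timing: compound stimulation 90 min at 25 °C, detection 60 min.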
EBI2 antag – EBI2 (human) antagonism | EBI2 beta-arrestin recruitment, luminescence, 7a,25-OHC stimulated | 360,000 tested, 0.81% active | AID 651636 | inhibition, % at 5 µM | P32249; in the data active = inhibition above about 38%;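 note: enzyme fragment complementation signal reports receptor beta-arrestin coupling in cells; 0% = agonist plus DMSO wells and 100% = wells without agonist; some results beyond the cut were filed as inactive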
Gli-Sufu antag – Gli-Sufu pathway antagonism; inhibition, % at 5 µM; Sufu-KO-LIGHT fibroblasts, Gli luciferase reporter luminescence; 340,000 tested, 0.74% active;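 active = inhibition above about 55%, limit read from the data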;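 note: 0% = DMSO-treated cells and 100% = wells with medium but no cells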
CCR6 antagonist – blocks CCL20-driven beta-arrestin recruitment at human CCR6; 340,000 tested, 0.49% active; P51684; CHO-K1 CCR6 PathHunter beta-arrestin, luminescence, CCL20-stimulated; inhibition, % at 20 µM;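 active = compounds whose inhibition of the agonist-driven luminescence signal at 20 µM reaches about 50%, limit read from the data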;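 note: cells stimulated with CCL20 at 14 nM final; plate controls were DMSO with CCL20 for no effect and DMSO without agonist for full effect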
Target sequence (P51684 whole entry, looked up): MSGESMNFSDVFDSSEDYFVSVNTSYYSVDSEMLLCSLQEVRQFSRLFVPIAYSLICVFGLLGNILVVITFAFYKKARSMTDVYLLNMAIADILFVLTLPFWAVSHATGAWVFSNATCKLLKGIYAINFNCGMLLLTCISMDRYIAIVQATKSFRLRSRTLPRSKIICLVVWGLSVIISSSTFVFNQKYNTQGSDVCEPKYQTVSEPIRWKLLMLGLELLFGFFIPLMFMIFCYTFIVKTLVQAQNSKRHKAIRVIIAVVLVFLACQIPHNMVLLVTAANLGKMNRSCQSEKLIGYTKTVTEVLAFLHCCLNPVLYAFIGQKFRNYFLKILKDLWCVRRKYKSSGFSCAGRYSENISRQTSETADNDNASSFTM
ATG4B inh – blocks human ATG4B protease cleavage of LC3 substrate; 340,000 tested, 0.51% active; AID 504462; Q9Y4P1; inhibition, % at 8.33 µM; ATG4B cleavage of LC3-PLA2, NBD-HPC fluorescence, 1 h; in the data active = inhibition above about 40%
CXCR6 inh – blocks human CXCR6 beta-arrestin recruitment. O00574. inhibition, % at 20 µM. 360,000 tested, 0.36% active. CHO-K1 PathHunter CXCR6 beta-arrestin, luminescence. AID 602244; in the data active = inhibition above about 34%, passing the limit was not always enough;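 note: antagonist mode with CXCL16 agonist at 10 nM final; 0% = 10 nM CXCL16 with DMSO and 100% = unstimulated wells without agonist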
* marks the source's active call; other numbers are inactive results; . = not tested or not shown. Outcome played no part in choosing rows (roughly 3% active in at least one column).

SMILES | UBC13 inh | APJ antagonist | APJ ag | EBI2 antag | Gli-Sufu antag | CCR6 antagonist | ATG4B inh | CXCR6 inh
COC(=O)Nc1nnc(CCc2ccccc2)s1 | -3 | 2 | -3 | 2 | 0 | -3 | 2 | 5
CN(C)C1=NC[C@H](Cc2ccccc2)N1CC1CCCCC1 | 13 | 16 | -4 | -16 | 19 | 15 | 0 | 2
CC1(C)Cc2c(sc(NC(=O)C(=O)N3CCCC3)c2C(N)=O)CO1 | 86* | 1 | -3 | 5 | -7 | 8 | 1 | 7
O=C(NNC(=O)c1cncc(Br)c1)c1ccncc1 | 3 | 9 | -4 | -3 | 5 | 1 | 1 | 9
Cc1ccc(C)c(NC(=O)c2cc3ccccc3o2)c1 | -4 | -23 | 0 | 4 | -66 | 21 | -1 | 5
Nc1nccc(-c2cccs2)n1 | 4 | 22 | 0 | 8 | -3 | 3 | -6 | -6
O=C1NC(=O)C(CSc2ccccc2)(c2ccccc2)N1 (stereo unspecified) | . | . | . | -1 | -1 | 4 | 9 | -8
CC(=O)c1cc(CC=C(C)C)c(O)c(CC=C(C)C)c1O | -8 | -5 | -3 | 3 | -6 | 39 | -7 | 3
CC(C)(C)c1cc(C2=CSC3=NCCN23)cc(C(C)(C)C)c1O | 15 | -5 | 0 | -2 | 10 | 0 | -2 | 0
CCCN1C(=O)/C(=C/c2ccc(OCc3ccc(C(=O)O)cc3)c(OC)c2)NC1=S | -27 | 14 | -2 | 3 | 10 | 21 | -6 | 1
CCCCN(C(=O)c1ccc2ccccc2c1)c1c(N)n(CCCC)c(=O)[nH]c1=O | -1 | 2 | -2 | -6 | 6 | -1 | -1 | 3
C=C1CCC[C@]2(C)C[C@H]3OC(=O)C(CNCCN(CC)CC)[C@H]3CC12 (stereo partly specified) | 5 | -12 | -3 | -4 | 2 | 4 | 6 | 1
CCCS(=O)(=O)N1CCN(Cc2ccccc2OCC)CC1 | 0 | -6 | 0 | -9 | 9 | -11 | 3 | -2
O=C(Cc1ccccc1)N1CCCC(c2nc(-c3ccc(S(=O)(=O)N4CCCC4)cc3)no2)C1 (stereo unspecified) | 9 | 10 | -4 | 4 | 0 | 11 | -7 | 6
O=C(Nc1ccccc1)NC1CCN(CCCN2C(=O)c3ccccc3C2=O)CC1 | -8 | 7 | -2 | -6 | 3 | 6 | -15 | -6
Cc1[nH]c2ccccc2c1C(=O)CN1C(=O)C(=O)N(C2CCCC2)C1=O | -14 | -18 | -1 | -4 | -12 | -2 | -10 | -7
Cc1sc2nc(SCc3ccc(C(=O)O)cc3)n(Cc3ccco3)c(=O)c2c1C | -3 | -1 | 0 | -3 | 0 | -5 | 12 | 4
CC(=O)Oc1cccc(C(=O)Nc2c[nH]c(=O)[nH]c2=O)c1 | 3 | 5 | -2 | -1 | -8 | 3 | 4 | -7
CC(=O)N1CCN(C(=O)COC(=O)COc2c(C)cc(C)cc2C)CC1 | -2 | 1 | -2 | -7 | -1 | 5 | -11 | -10
Nc1nc(NCCc2ccccc2)nc(NCc2ccccc2)c1[N+](=O)[O-] | 1 | 5 | -3 | 22 | -1 | 16 | 21 | 18

An excerpt from above in order of formula weight, largest number first.
SMILES | UBC13 inh | APJ antagonist | APJ ag | EBI2 antag | Gli-Sufu antag | CCR6 antagonist | ATG4B inh | CXCR6 inh
O=C(Cc1ccccc1)N1CCCC(c2nc(-c3ccc(S(=O)(=O)N4CCCC4)cc3)no2)C1 (stereo unspecified) | 9 | 10 | -4 | 4 | 0 | 11 | -7 | 6
CCCCN(C(=O)c1ccc2ccccc2c1)c1c(N)n(CCCC)c(=O)[nH]c1=O | -1 | 2 | -2 | -6 | 6 | -1 | -1 | 3
Nc1nc(NCCc2ccccc2)nc(NCc2ccccc2)c1[N+](=O)[O-] | 1 | 5 | -3 | 22 | -1 | 16 | 21 | 18
COC(=O)Nc1nnc(CCc2ccccc2)s1 | -3 | 2 | -3 | 2 | 0 | -3 | 2 | 5

Next part
SMILES | UBC13 inh | APJ antagonist | APJ ag | EBI2 antag | Gli-Sufu antag | CCR6 antagonist | ATG4B inh | CXCR6 inh
COc1ccccc1-n1c(SCC(=O)Nc2cccc(C(=O)O)c2)nnc1-c1ccccc1C | -7 | 13 | 3 | 5 | -5 | 10 | 0 | 8
COc1cc(C(=O)N[C@H](C(=O)NC(C)C23CC4CC(CC(C4)C2)C3)C(C)C)cc(OC)c1OC (stereo partly specified) | 3 | -2 | 0 | 2 | 28 | 9 | 5 | 6
COc1cc(OC)c(C2=NOC(C(=O)Nc3c(C)n(C)n(-c4ccccc4)c3=O)C2)cc1Cl (stereo unspecified) | -9 | 10 | -5 | 7 | 4 | -4 | 2 | -6
CCOC(=O)c1c(C)n(C)c2c(C)cc(O)c(OC(=O)CC)c12 | -12 | -32 | 8 | 6 | 9 | 0 | -3 | -12
COc1cc(OC)c2c(-c3ccccc3)cc(=O)oc2c1C(CCN1CCN(c2ccccc2)CC1)c1ccc(N(C)C)cc1 (stereo unspecified) | -5 | 1 | -3 | -10 | -23 | 7 | 16 | 14
O=C(c1ccncc1)N1CCN(S(=O)(=O)c2ccc3ccccc3c2)CC1 | -11 | 5 | 3 | -9 | -11 | -4 | -3 | -11
Cc1ccc(NC(=O)c2nc3nccc(C)n3n2)cc1S(=O)(=O)N1CCCCC1 | 1 | 0 | -2 | -13 | -24 | 9 | -4 | 3
CC(C)(C)SCCNC(=O)Nc1ccccc1 | 11 | -5 | 2 | -3 | -34 | -9 | -8 | -16
COC(=O)[C@H](Cc1ccccc1)NC(=O)Cn1cnc2c(NCc3ccccc3)ncnc21 | . | . | . | -6 | 2 | 11 | -1 | -3
COc1ccc(N(C)S(=O)(=O)c2cccc(C(=O)NCC3CCCCC3)c2)cc1 | . | . | . | 10 | 5 | 21 | 0 | 5
O=C(NCCc1ccccc1)c1c[nH]c2c(F)cccc2c1=O | 7 | 8 | -2 | -8 | -25 | 3 | 7 | -2
CC(=O)Nc1ccccc1NC(=O)C(F)(F)F | -1 | 0 | -3 | -8 | -15 | -2 | -4 | -1
COC(=O)c1sc(-c2ccc(C(C)(C)C)cc2)cc1NC(=O)CSCC(=O)O | -8 | 16 | -2 | -13 | -44 | 10 | 26 | 17
CCOc1cc(N2CCOCC2)c(OCC)cc1NC(=O)CN1C(=O)NC2(CCCCC2C)C1=O (stereo unspecified) | 1 | 17 | -2 | -3 | 5 | 0 | -14 | -23
COc1ccc(CC(=O)Oc2ccc(F)cc2)cc1 | 4 | -25 | 6 | -16 | 1 | -4 | -1 | -6
CCn1c(SCC(=O)NC2CCCC2)nnc1-c1ccco1 | -6 | 4 | -2 | -12 | 21 | 10 | -3 | -9
COC(=O)C1=NN(C(=O)c2cccc(Cl)c2)C(O)(C(C)(C)C)C1 (stereo unspecified) | . | . | . | 3 | -8 | 14 | 6 | -9
O=c1c2c(-c3cccs3)csc2ncn1/N=C/c1ccc(OC(F)F)cc1 | -15 | -23 | -3 | 8 | -12 | -7 | 0 | -6
Oc1ccc(C=NN=Cc2ccco2)c(O)c1 | . | . | . | 9 | -18 | 9 | 2 | -5
Cc1ccc(NC(=O)/C=C/C(=O)O)c([N+](=O)[O-])c1 | -4 | 20 | 3 | 0 | 5 | 16 | 8 | -12
O=C(NCc1ccc2[nH]c3c(c2c1)CCCC3)c1ccc(S(=O)(=O)N2CCOCC2)cc1 | -13 | 0 | 0 | -5 | 7 | 12 | -18 | 3
CC(NC(=O)c1ccc(F)cc1)C1CC2CCC1C2 (stereo unspecified) | 5 | 1 | -3 | -2 | -10 | 21 | 2 | -1
CC1=CC(=O)CC(C)(C)C1(O)/C=C/C(C)=C/C(=O)O (stereo unspecified) | 0 | 7 | -3 | 2 | 1 | -3 | -6 | 0
COc1ccc2cc(CCNC(=O)c3cccs3)c(=O)[nH]c2c1 | -8 | 12 | -3 | 1 | -76 | 0 | -1 | -3
CC1CCCN(CC(=O)NC(=O)NC2CCCCC2)C1 (stereo unspecified) | -4 | 10 | -4 | -6 | -7 | -6 | 2 | -4
Cc1ccccc1NC(=O)C(NS(=O)(=O)c1ccc2c(c1)c(=O)n(C)c(=O)n2C)c1ccccc1 (stereo unspecified) | 0 | 6 | 0 | -1 | 6 | -2 | -1 | -1
O=C1Nc2cc(Cl)c(Cl)cc2N(O)N1c1ccccc1 | -1 | 17 | -5 | 4 | 7 | 6 | -1 | 5
CC1=C(C(=O)OCc2ccccc2)C(c2ccccc2)NC(=O)N1CCCCCC(=O)O (stereo unspecified) | -5 | 7 | -2 | 6 | 4 | 2 | 12 | 6
Cc1oc(-c2cc3c(cc2Cl)OCO3)nc1CN1CCCC(C(=O)N2CCOCC2)C1 (stereo unspecified) | -12 | 16 | -3 | -2 | 7 | -6 | 4 | -4
O=c1c2ccc([N+](=O)[O-])cc2ncn1CCOc1ccccc1 | 0 | -37 | 13 | 0 | 11 | -7 | -4 | -13
CCOc1ccccc1OCCCOc1ccc([N+](=O)[O-])cc1Cl | -2 | -23 | -2 | 11 | -8 | 20 | 0 | 7
COc1ccc(-c2cc(C(=O)Nc3c(C)nn(Cc4ccccc4)c3C)no2)cc1 | 3 | -9 | 2 | 6 | 9 | -13 | -7 | -5
CCCC(C(=O)NC1CCCC1)N(C(=O)c1snc(C(N)=O)c1N)c1ccc(OCC)cc1 (stereo unspecified) | -2 | 13 | -3 | 13 | -4 | 13 | 3 | -3
O=C(COC(=O)CNC(=O)c1ccc(F)cc1)Nc1cccc(S(=O)(=O)N2CCCC2)c1 | 0 | 3 | -3 | -5 | 1 | 0 | -22 | -11
Cn1c2ccccc2c2nnc(SCC(=O)Nc3ccccc3F)nc21 | 0 | 8 | -1 | 2 | 5 | 9 | 6 | 3

Reformatted: three of the compounds above
SMILES	UBC13 inh	APJ antagonist	APJ ag	EBI2 antag	Gli-Sufu antag	CCR6 antagonist	ATG4B inh	CXCR6 inh
O=C(Cc1ccccc1)N1CCCC(c2nc(-c3ccc(S(=O)(=O)N4CCCC4)cc3)no2)C1 (stereo unspecified)	9	10	-4	4	0	11	-7	6
O=C(Nc1ccccc1)NC1CCN(CCCN2C(=O)c3ccccc3C2=O)CC1	-8	7	-2	-6	3	6	-15	-6
Cc1[nH]c2ccccc2c1C(=O)CN1C(=O)C(=O)N(C2CCCC2)C1=O	-14	-18	-1	-4	-12	-2	-10	-7

Compound activity as filed in PubChem.
